From PubChem
RGS4 inhibitor: Inhibitors of Regulator of G Protein Signaling (RGS) 4: qHTS; 0.039% of 390,000 active; Transcreener GDP fluorescence polarization, RGS4-accelerated GTP hydrolysis; Potency, µM (highest dose often 114 µM), for inactives: top-dose activity change, negative = inhibition, hits mostly inhibitors; note: % is set by controls: 0 for no effect and ±100 for the full control effect; nearly all actives have a fitted effect of over 75% in size; some results filed as inactive show a strong effect at the top dose
Target sequence (P49798 whole entry, looked up): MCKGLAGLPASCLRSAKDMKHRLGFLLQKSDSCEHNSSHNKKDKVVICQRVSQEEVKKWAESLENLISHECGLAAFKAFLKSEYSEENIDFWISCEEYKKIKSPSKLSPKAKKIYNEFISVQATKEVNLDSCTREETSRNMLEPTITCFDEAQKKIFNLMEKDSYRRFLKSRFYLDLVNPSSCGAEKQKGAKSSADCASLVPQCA
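MLSMR compounds (23 nl, pin-transferred) preincubated 10 min at room temperature with a 500nM (2x) first reagent, then RGS4 at 900nM (2x) plus Transcreener GDP mix added; fluorescence polarization (620/688 nm) read before and after 90 min at 30 °C.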
GLS inh: qHTS for Inhibitors of Glutaminase (GLS); GLS enzymatic activity, qHTS titration; 0.21% of 410,000 active; Glutaminase kidney isoform, mitochondrial (Homo sapiens), O94925; Potency, µM (highest dose often 45.5 µM), inactives show at the top dose activity change, negative = inhibition, actives largely listed as inhibitors; note: % is set by controls: 0 for no effect and ±100 for the full control effect
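Human kidney-isoform GLS in 45 mM KH2PO4 pH 8.2, 0.02% Tween-20, with compound, started with 1mM L-Glutamine (added stock). Glutamate oxidase/HRP/Amplex red coupled fluorescence read at start and after 30 min at RT.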
ALOX12 inh: Primary qHTS assay for inhibitors of human arachidonate 12S-lipoxygenase (ALOX12): Round 2 | Polyunsaturated fatty acid lipoxygenase ALOX12 (Homo sapiens), P18054 | purified 12hLO, xylenol orange hydroperoxide absorbance | Potency, µM (doses to about 108 µM), for the others: top-dose activity change, negative = inhibition, most hits filed as inhibitors | 1.1% of 580,000 active | AID 1671190, 2021; note: % is set by controls: 0 for no effect and ±100 for the full control effect
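Purified human 12hLO at 150 nM in 25 mM Hepes, 0.01% Triton X-100, pH 7.0, preincubated 15 min at room temperature with compound. Reaction started with 40 uM arachidonic acid, 30 min at room temperature. Hydroperoxide measured by Fe-xylenol orange, 573/405 nm absorbance ratio.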
TrxR1 inh: qHTS Assay for Inhibitors of Mammalian Selenoprotein Thioredoxin Reductase 1 (TrxR1): qHTS | Thioredoxin reductase 1, cytoplasmic (Rattus norvegicus), O89049 | recombinant rTrxR1, NADPH fluorescence consumption, selenite substrate | Potency, µM (series often up to 114 µM), inactives show top-dose activity change, negative = inhibition, actives largely listed as inhibitors | 1% of 390,000 active; note: % is set by controls: 0 for no effect and ±100 for the full control effect; nearly all actives have a fitted effect of over 65% in size
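Rat TrxR1 (90 nM in the dispensed reagent) was pre-reduced with 400 uM NADPH for 5 min at room temperature, then incubated with compound for 15 min. After 400 uM selenite was added, NADPH fluorescence (Ex 340/Em 450 nm) was followed for 8 min.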
Tb PGK inh: qHTS Assay to Find Inhibitors of Phosphoglycerate Kinase. Phosphoglycerate kinase, glycosomal (Trypanosoma brucei brucei), P07378. PGK/GAPDH coupled, Kinase-Glo luminescence, 60 min. Potency, µM (series often up to 57.5 µM), for inactives: top-dose activity change, negative = inhibition, usual class: inhibitors. 0.043% of 380,000 active; note: % is set by controls: 0 for no effect and ±100 for the full control effect; nearly all actives have a fitted effect of over 60% in size
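Luminescent ATP detection (Kinase-Glo Plus) follows a 60-minute room-temperature incubation, with wells lacking PGK as controls. Buffer: 100 mM TEA (pH 7.6), 5 mM MgCl2, 0.01% Tween-20. Coupling enzyme GAPDH (100 nM final) supplies unstable 1,3-BPG in-well.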
JMJD2A Tudor: qHTS Assay for Inhibitors of JMJD2A-Tudor Domain | Lysine-specific demethylase 4A (Homo sapiens), O75164 | AlphaScreen JMJD2A-Tudor / H3K4me3 peptide binding | 4.4% of 390,000 active | Potency, µM (highest dose often 114 µM), inactives show at the top dose activity change, negative = inhibition, hits mostly inhibitors; note: % is set by controls: 0 for no effect and ±100 for the full control effect; nearly all actives have a fitted effect of over 50% in size
Pin1 inhibitor: qHTS Assay to Find Inhibitors of Pin1 | Pin1 FP peptide displacement, HiFluor488, 10 min | Potency, µM (top dose mostly 115 µM), inactives show at the highest dose activity, negative = inhibition, most hits filed as inhibitors | 0.009% of 390,000 active | AID 504891, 2011; active = well fitted inhibition curve with a large enough effect in the polarisation, with a control signal flat, not every such curve was filed as active; inconclusive = small, poorly fitted or top-dose-only effect, or effect the other way, or a change in a side signal; inactive = no such curve, though single readings can be large or run the other way; the % refers to the polarisation; note: % is set by controls: 0 for no effect and ±100 for the full control effect
Target sequence (Q13526 whole entry, looked up): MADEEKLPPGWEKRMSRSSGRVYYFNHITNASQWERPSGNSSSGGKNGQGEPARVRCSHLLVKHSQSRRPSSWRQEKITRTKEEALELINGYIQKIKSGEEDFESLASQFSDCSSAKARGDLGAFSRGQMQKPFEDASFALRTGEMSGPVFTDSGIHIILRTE
ERG-DNA inh: qHTS for Small Molecule Inhibitors of the ERG Ets/DNA interaction; Transcriptional regulator ERG (Homo sapiens), P11308; fluorescence polarization, His-ERG Ets domain / labelled DNA; Potency, µM (series often up to 76.9 µM), for the others: at the highest dose FP activity, negative = inhibition, actives largely listed as inhibitors; 0.028% of 370,000 active; AID 624246, 2012; active = well fitted inhibition curve with a large enough effect in the polarisation, with a control signal flat; inconclusive = small, poorly fitted or top-dose-only effect, or effect the other way, or a change in a side signal; inactive = no such curve, though single readings can be large or run the other way; the % refers to the polarisation;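 note: polarization taken with two DNA probes labelled with fluorescein and Texas red; % of control where 0% means no effect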
Target sequence (P11308 whole entry, looked up, the tested form may be a part): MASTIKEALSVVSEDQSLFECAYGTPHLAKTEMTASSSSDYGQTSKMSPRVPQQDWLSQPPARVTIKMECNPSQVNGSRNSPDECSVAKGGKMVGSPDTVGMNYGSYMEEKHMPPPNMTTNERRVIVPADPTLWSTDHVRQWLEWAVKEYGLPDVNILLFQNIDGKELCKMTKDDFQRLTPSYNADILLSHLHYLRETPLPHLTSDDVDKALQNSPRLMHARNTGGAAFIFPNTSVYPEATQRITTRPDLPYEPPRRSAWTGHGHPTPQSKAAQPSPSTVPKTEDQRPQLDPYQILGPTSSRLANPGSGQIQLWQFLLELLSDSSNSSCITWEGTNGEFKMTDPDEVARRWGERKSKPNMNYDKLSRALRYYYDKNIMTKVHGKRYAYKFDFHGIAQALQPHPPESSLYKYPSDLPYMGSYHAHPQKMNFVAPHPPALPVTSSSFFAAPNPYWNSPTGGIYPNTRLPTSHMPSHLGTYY
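His-tagged ERG Ets domain (1 uM in the protein solution; 300mM KCl, 50mM Tris-HCl, 1mM EDTA, 1mM DTT, pH 7.5) received compound, then a probe mix of 5 nM fluorescein-DNA and 100nM Texas-615-DNA. Fluorescence polarization was read for both dyes.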
HP1b chromo inh: HTS for Inhibitors of HP1-beta Chromodomain Interactions with Methylated Histone Tails. Potency, µM (doses to about 114 µM), for inactives: at the highest dose activity change, negative = inhibition, usual class: inhibitors. AlphaScreen HP1-beta / biotin-H3K9me3 peptide binding. Chromobox protein homolog 1 (Homo sapiens), P83916. 0.56% of 390,000 active; note: nearly all actives have a fitted effect of over 70% in size; inactives centre near 23
Target sequence (P83916 whole entry, looked up): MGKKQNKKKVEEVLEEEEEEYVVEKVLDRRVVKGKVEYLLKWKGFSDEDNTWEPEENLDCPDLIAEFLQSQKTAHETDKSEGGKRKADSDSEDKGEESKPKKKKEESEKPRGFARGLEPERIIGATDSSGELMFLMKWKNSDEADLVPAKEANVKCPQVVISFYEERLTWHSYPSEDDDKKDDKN
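AlphaScreen: HP1-beta (50 nM) preformed 30 min with biotin-H3(1-18)K9me3 peptide (50 nM) in PBS pH 7.4, 0.01% Tween-20. Compound added for 30 min at RT, then streptavidin donor/nickel chelate acceptor beads (10 ug/mL) for 30 min.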
Starred values were filed as active, the others as inactive; i = inactive; ? = inconclusive; / = no result given; [ ] = remark or other dose. Unless noted, calls come from the whole dose curve; as a rule, active = well fitted curve in the direction sought with a large enough effect; inconclusive = small, poorly fitted or top-dose-only effect, or another doubt; inactive = no such curve, though single readings can be large; an effect the other way counts as inactive or inconclusive. Potency is the fitted concentration of half-maximal effect.

entry	Compound	RGS4 inhibitor	GLS inh	ALOX12 inh	TrxR1 inh	Tb PGK inh	JMJD2A Tudor	Pin1 inhibitor	ERG-DNA inh	HP1b chromo inh
1	CC(C)NC(=O)Cn1c(=O)nc(-c2ccccc2)c2ccccc21	-1%	-4%	-17%	13%[57.1 µM]	-7%	-2%	-2%	1%	11%
2	CCn1cc(/C=N\NC(=O)c2c[nH]c3ccccc23)c(C)n1	22%	25%	27%	-3%	-7%	-12%	-3%	-7%	10%
3	CCc1c(C(=O)Nc2ccccc2C(N)=O)csc1C	8%	2%	-20%	?	i	4%	-7%	6%	29%
4	O=C(N/N=C\c1ccc(F)cc1)c1ccc(F)cc1	6%	?	-3%	16%[57.1 µM]	-3%	8%	-3%	-2%	36%[activator]
5	O=C(CSc1ccc(-c2ccco2)nn1)NCc1ccc(F)cc1	-51%	-4%	-10%	50µM*	-1%	-9%	1%	/	13%
6	CCOC(=O)C1CCC(CN(Cc2ccc(OC)cc2)S(=O)(=O)c2ccc(F)c(C(=O)Nc3cc(C)ccc3C)c2)CC1 (centres undefined)	34%	-1%	-7%	23%[57.1 µM]	5%	-18%	6%	5%	39%
7	COc1ccc2c(c1OC)C(=O)OC2	-8%	-4%	0%	5%[57.1 µM]	10%	-3%	-9%	3%	28%
8	Cn1c(=O)c(S(=O)(=O)C(C)(C)C)c(O)c2ccccc21	-8%	-1%	-13%	8%	0%	-5%	-1%	2%	35%
9	Cc1cc2nc(-c3ccc(OCc4ccccc4Cl)cc3)cc(C(F)(F)F)n2n1	10%	-3%	3%	23%	-1%	3%	-1%	0%	35%
10	COc1cc(S(=O)(=O)N2CCN(C)CC2)ccc1Cl	9%	6%	-40%	19%	/	-2%	-10%	/	16%
11	O=C(Nc1ccc(N2CCCC2)cc1)c1ccc(Br)cc1	-52%	-2%	?	-9%	8%	-31%	?	2%	12%
12	COc1ccc(CN(CCC(C)C)S(=O)(=O)c2ccccc2Br)c(OC)c1	-7%	2%	-30%	15%	2%	41%[activator]	1%	2%	115%[activator]
13	COC(=O)Nc1c(C)nn(Cc2ccccc2C)c1C	-16%	2%	16%	15%	i	13%	-10%	-1%	28%
14	O=C(NCc1ccccc1Cl)C1CCCN(C(=O)Nc2ccc(F)cc2)C1 (centres undefined)	7%	-11%	-25%	4%	7%	-15%	-2%	-1%	11%
15	Cc1ccc(CONC(=O)c2ccc(C)cc2)cc1	-4%	0%	-2%	16%	-10%	2%	-1%	-4%	23%
16	CCC(C)c1ccc(OCC(=O)Nc2ccc3[nH]c(=O)[nH]c3c2)cc1 (centres undefined)	13%	-4%	-25%	13%	-4%	-11%	9%	-7%	25%
17	O=C(CCNC(=O)c1ccc([N+](=O)[O-])cc1)NNC(=O)c1ccncc1	21%	5%	-29%	7%	5%	-7%	-2%	-11%	29%
18	O=C(/C=C/Nc1ccccc1)C(F)(F)F	35%	3%	-9%	9%[57.1 µM]	i	-8%	-3%	3%	68%[activator]
19	Cc1ccccc1CN(c1ccc(C(=O)N2CCCC2)cc1)S(C)(=O)=O	-8%	16%	2%[57.4 µM]	8%	-1%	-13%	-5%	/	31%
20	O=C(c1n[nH]c(=O)c2ccccc12)N1CCN(Cc2ccc3c(c2)OCO3)CC1	13%	0%	-12%	13%	i	-7%	-7%	-9%	20%
21	CC1(C)CC(=O)c2c(oc3cc(O)c(O)cc23)C1	-16%	43%[activator]	?	?	-3%	14µM*	?	0%	-32%
22	Cc1ccc(S(=O)(=O)Cc2nc(-c3ccc(C(=O)NCc4ccccc4F)cc3)oc2C)cc1	-3%	/	/	?	/	-12%	48%[activator]	6%	22%
23	O=S(=O)(Nc1ccccc1Cl)c1cc(NC(=S)NCCN2CCOCC2)ccc1Cl	4%	3%	-59%	7%[57.1 µM]	4%	-30%	-11%	-10%	10%
24	CC(CC(=O)N1CCN(c2ccccc2)CC1)S(=O)(=O)c1ccc2c(c1)NC(=O)CS2 (centres undefined)	9%	-7%	-25%	3%	1%	-14%	6%	-1%	20%
25	COc1ccc(N2C(=O)CC(SCc3ccc(Cl)cc3)C2=O)cc1 (centres undefined)	15%	-1%	?	27%	-6%	4%	3%	-3%	89%[activator]

Next entries
entry	Compound	RGS4 inhibitor	GLS inh	ALOX12 inh	TrxR1 inh	Tb PGK inh	JMJD2A Tudor	Pin1 inhibitor	ERG-DNA inh	HP1b chromo inh
26	NC(=O)c1nnn(-c2cccc(C(F)(F)F)c2)c1-c1ccccc1	7%	-5%	0%	-1%[57.1 µM]	5%	1%	-1%	27%	16%
27	Cc1c(C)c2c(OCC(=O)N[C@@H](Cc3ccccc3)C(=O)O)cc3c(c2oc1=O)CCC(C)(C)O3	7%	?	0%	14%	-1%	-21%	1%	-2%	2%
28	CC(=O)Nc1ccc(Nc2ncnc3c2c(-c2ccccc2)cn3-c2ccccc2)cc1	13%	-8%	-23%	13%[57.1 µM]	-3%	-26%	7%	8%	-16%
29	Cc1nc2sccn2c(=O)c1S(=O)(=O)NCc1ccccc1Cl	14%	-11%	11%	5%	0%	-17%	1%	2%	23%
30	COc1ccc(-n2c(SC)nnc2-c2c[nH]c3ccccc23)cc1	17%	4%	19%	36%	-8%	-4%	5%	7%	26%
31	COc1cc(NC(=S)NNC(=O)C(C)(C)O)cc(OC)c1	0%	4%	4%	-23%	i	?	-4%	-14%	31%
32	O=C(COC(=O)/C=C/c1ccc(Cl)cc1)Nc1ccccc1-c1ccccc1	13%	5%	11%	12%	-5%	-11%	3%	2%	25%
33	COc1cccc(-c2cc(C(=O)O)no2)c1	-9%	2%	?	-14%	-1%	-16%	20%	/	4%
34	CC(c1n[nH]c(=S)n1Cc1ccccc1)N(C)C (centres undefined)	?	?	0%	-37%	-3%	?	-6%	2%	-12%
35	CCOC(=O)C1CCCN(C(=O)c2ccc(CNS(=O)(=O)c3ccc(C)cc3)cc2)C1 (centres undefined)	5%	1%	-8%	21%	i	-12%	109%[activator]	15%	23%
36	COc1ccc(C(=O)Nn2c(SCC(=O)c3ccc(Cl)cc3)nc3ccccc3c2=O)cc1	7%	11%	-5%	33%	i	-16%	30%[activator]	7%	13%
37	Cc1cc(OCCN2CCN(S(=O)(=O)c3ccccc3F)CC2)ccc1C(C)C	-31%	-3%	1%	7%	-6%	-1%	18%	3%	44%[activator]
38	CC1(C)SC(=S)N(c2ccccc2)C1/[N+]([O-])=C/c1cccc([N+](=O)[O-])c1 (centres undefined)	-37%	?	2%	23%[57.1 µM]	-20%	-15%	1%	3%	23%
39	Cc1ccc(Cl)cc1N1CCN(S(=O)(=O)c2ccc3c(c2)CCN3C(=O)C2CCC2)CC1	10%	2%	-1%	11%	-7%	-6%	-1%	5%	45%[activator]
40	CNC(=O)C1CCC(Cn2c(=O)c3sccc3n(CC(=O)NCc3ccccc3)c2=O)CC1 (centres undefined)	-2%	-3%	-14%	6%[57.1 µM]	-14%	9%	0%	0%	69%[activator]
41	CC(C(=O)NC1CCCC1)N(C(=O)CS(=O)CC(=O)Nc1ccc(F)cc1)c1ccc2c(c1)OCCO2 (centres undefined)	9%	1%	21%	0%	/	-12%	-9%	/	22%
42	CCOc1cc(N2CCOCC2)c(OCC)cc1NC(=O)CN1CCN(Cc2ccc3c(c2)OCO3)CC1	-12%	6%	-90%	8%	-2%	-35%	-7%	-4%	-5%
43	N#Cc1c(NC(=O)Cn2cnc3ccccc3c2=O)oc(-c2ccccc2)c1-c1ccccc1	1%	8%	?	18%[57.1 µM]	-5%	?	7%	0%	3%
44	CC(c1ccccc1)N(C)CC(=O)NC(=O)NCCC1=CCCCC1 (centres undefined)	2%	1%	15%	18%	0%	4%	7%	-3%	52%[activator]
45	COc1nccc(C(F)(F)F)c1C(=O)NC(=O)Nc1c(C)cccc1C	4%	0%	73%[activator]	3%[57.1 µM]	4%	-6%	-1%	-3%	17%
46	CCCn1c(N)c(C(=O)CSc2nnc(C3CC3)n2Cc2ccccc2)c(=O)[nH]c1=O	-14%	4%	0%	14%[57.1 µM]	i	-17%	7%	5%	22%
47	COc1ccc(/C=C(/NC(=O)c2ccccc2)C(=O)N2CCCCC2)cc1	-1%[56.9 µM]	6%	-2%	20%[57.1 µM]	-12%	-10%	-2%	0%	37%
48	CCOP(=O)(OCC)/C(C#N)=C/c1ccc(-c2ccc(F)cc2F)o1	-3%	-3%	?	4%[57.1 µM]	i	-17%	0%	2%	33%
49	Cc1ccc(NC(=O)C[n+]2ccn(C3=C([O-])c4ccccc4C3=O)c2)cc1	-36%	1%	17%	31%[57.1 µM]	-3%	-14%[57.1 µM]	5%	-4%	36%

An excerpt (hit frequency here may not be typical).
